KLF5 inh: suppresses KLF5 promoter-driven expression; DLD-1 KLF5 promoter-luciferase reporter, luminescence; inhibition, % at 5 µM; 0.23% of 290,000 active; AID 1700;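 active = inhibition above a per-plate limit of that plate's mean compound inhibition plus 3 SD, cut at about 60% in these data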;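 also: 0% = DMSO wells and 100% = LY294002 at 200 µM; higher means less KLF5 promoter-driven luciferase light; inactives centre near -14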
aSyn 5UTR inh: MLPCN primary screen, SNCA 5' untranslated region; alpha-synuclein 5'UTR reporter, inhibitor activity; inhibition, % (tested at 7.5 µM); 0.82% of 300,000 active; AID 1813; in the data active = inhibition above about 60%;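 also: H4 neuroglioblastoma cells stably carrying SNCA 5'UTR luciferase fusion; 0% = DMSO wells and 100% = positive control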
HSF1 activator: increases HSF-1 driven luciferase reporter signal; NIH3T3-HGL HSF-1 luciferase reporter, MG132, 8 h; 100% = twice DMSO control signal; activation, % at 9 µM; 1.7% of 300,000 active; AID 504408;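 active = mean replicate activation of at least 50% with a set share of replicates each reaching 50%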;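 also: 0% = median of the neutral control wells and 100% = twice that signal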
HSP90 inh: inhibitors of HSP90 luciferase refolding in rabbit reticulocyte lysate; luciferase refolding luminescence, 3 h; 0.91% of 290,000 active; inhibition, % at 5.6 µM;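 active = inhibition above the screen-wide mean plus 3 SD, computed separately per campaign, cut at about 16% in these data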;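 also: 0% = DMSO wells and 100% = 60 µM geldanamycin wells; inhibitors lower the luminescence because luciferase stays unfolded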
GSK3A inh: inhibitors of human GSK-3 alpha kinase; P49840; ADP-Glo luminescence, 60 min; inhibition, % at 10 µM; 0.1% of 320,000 active;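 in the data active = inhibition above about 50%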;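 also: GST-tagged GSK-3 alpha with peptide substrate and 25 µM ATP; 0% = DMSO neutral wells and 100% = GW8510 positive control wells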
Target sequence (P49840 whole entry, looked up): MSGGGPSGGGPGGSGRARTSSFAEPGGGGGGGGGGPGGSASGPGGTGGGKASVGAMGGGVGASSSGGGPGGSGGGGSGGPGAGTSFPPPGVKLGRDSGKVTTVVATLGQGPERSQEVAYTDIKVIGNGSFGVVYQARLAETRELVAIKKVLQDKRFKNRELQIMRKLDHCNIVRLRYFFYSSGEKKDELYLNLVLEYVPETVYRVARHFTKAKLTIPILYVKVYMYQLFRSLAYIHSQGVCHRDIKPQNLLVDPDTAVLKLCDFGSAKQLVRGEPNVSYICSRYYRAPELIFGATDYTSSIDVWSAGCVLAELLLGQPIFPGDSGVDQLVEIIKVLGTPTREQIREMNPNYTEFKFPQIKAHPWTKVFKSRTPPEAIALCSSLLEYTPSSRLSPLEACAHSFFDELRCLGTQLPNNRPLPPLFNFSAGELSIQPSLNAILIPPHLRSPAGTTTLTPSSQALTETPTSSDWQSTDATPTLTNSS
AI-2 QS mod: modulates the Vibrio harveyi AI-2 quorum sensing system. Vibrio harveyi JMH597 AI-2 luminescence/OD600 ratio, 9 h; hits give low values; strain lacks LuxN and CqsS sensors; 0 = neutral-control median. activity change, % at 7.5 µM. 0.4% of 300,000 active. AID 2094; in the data active = activity change below about -75%, passing the limit was not always enough;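 also: luminescence divided by OD600 gain over 9 h not by final OD600 alone; inactives centre near 13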
PolyA inhibitor: inhibitors of polyadenylation in S. cerevisiae. S. cerevisiae SKY197-pL101 polyadenylation reporter, beta-gal luminescence; efflux-impaired pdr1/pdr3 knockout yeast; score 100 = 6 SD above DMSO. calls only at 12 µM. 0.02% of 300,000 active. AID 1875;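 active = lowest replicate activity score at least 50, where 100 means six control SD above control mean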;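 also: yeast exposed to compound for 9 h at 30 °C; higher score means more reporter readthrough which indicates perturbed polyadenylation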
IEC-6 cytotox: IEC-6 cytotoxicity, counter-screen for KLF5 inhibitors | luminescence viability | inhibition, % at 5 µM | 0.78% of 290,000 active | AID 1825; in the data active = inhibition above about 22%;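 also: 0% = plate median of test compound wells and 100% = cytotoxic reference compound wells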
GSK3B inh: inhibitors of human GSK3beta kinase; 0.038% of 300,000 active; AID 2097; P49841; activity score (negative = inhibition), % at 10 µM; GST-GSK3beta kinase, ADP-Glo luminescence, 60 min; hits give low values;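 active = more than half of replicate wells score below -50%, meaning over 50% inhibition versus plate controls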;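 also: 0% = median DMSO wells and -100% = median GW8510 positive control wells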
Target sequence (P49841 whole entry, looked up): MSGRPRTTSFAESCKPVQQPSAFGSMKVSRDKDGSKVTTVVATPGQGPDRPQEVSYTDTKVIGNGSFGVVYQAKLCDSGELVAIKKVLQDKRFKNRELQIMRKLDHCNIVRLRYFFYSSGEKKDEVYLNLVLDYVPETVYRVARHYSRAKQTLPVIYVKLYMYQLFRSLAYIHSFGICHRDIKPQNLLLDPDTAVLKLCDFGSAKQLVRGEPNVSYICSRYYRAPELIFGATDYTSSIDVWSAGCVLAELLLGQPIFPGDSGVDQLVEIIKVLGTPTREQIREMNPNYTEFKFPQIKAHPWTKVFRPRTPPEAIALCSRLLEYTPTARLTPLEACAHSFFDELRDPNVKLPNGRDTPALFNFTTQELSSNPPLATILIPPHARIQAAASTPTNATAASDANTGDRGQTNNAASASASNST
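Assay system: GST-fused GSK3beta enzyme, cell-free / Medium: Tris pH 7.5 buffer with MgCl2, DTT, BSA, heparin / Also added: peptide substrate plus 25 µM ATP (final) / Compound: 10 µM single point / Timing: kinase reaction with compound 60 min at room temperature / Detection: ADP-Glo luminescence / Benchmarks: DMSO neutral wells and GW8510 at 20 µM as positive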
HSF1 inh: HSF1 inhibition. NIH3T3-HGL HSE-luciferase, MG132-induced, luminescence 8 h; hits give low values. activity change, negative = inhibition, % at 7.5 µM (by protocol). 0.77% of 300,000 active. AID 2098;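 active = more than half of replicate wells show activity change below -50%, luminescence cut by over half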;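 also: luciferase reports HSF-1 transcriptional activity via heat shock element; 0% = median of DMSO wells and -100% = zero luminescence signal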
* = called active by the depositor; i = inactive; . = no result given.

1. CN(CC#CC1(O)c2ccccc2-c2ccccc21)Cc1ccccc1
2. O=C(NNc1nc(-c2ccc(F)cc2)cs1)c1ccccc1
3. Cc1cc(N/N=C/c2ccc(O)cc2O)nc(-n2nc(C)cc2C)n1
4. CCOc1cc(C(=O)NC)cc(Br)c1OCc1ccccc1
5. O=C(CN1C(=O)NC(Cc2c[nH]c3ccccc23)C1=O)NCC(F)(F)F (stereo unspecified)
6. CC(C)CCN1C(=O)c2ccc(C(=O)N3CCCCC3)cc2C1=O
assay / entry	1	2	3	4	5	6
KLF5 inh	-13	2	36	2	-10	.
aSyn 5UTR inh	5	90*	72*	7	-8	-2
HSF1 activator	-12	-8	26	-2	9	-7
HSP90 inh	-3	5	2	-2	-1	.
GSK3A inh	-1	0	-1	5	-2	0
AI-2 QS mod	15	23	43	8	19	27
PolyA inhibitor	i	i	i	i	i	i
IEC-6 cytotox	6	-1	79*	4	0	.
GSK3B inh	1	-1	3	0	3	-4
HSF1 inh	-2	-3	17	-1	-6	2

7. CC1CCCN(C(=O)CSc2n[nH]c(-c3cccs3)n2)C1 (stereo unspecified)
8. COC(=O)NC1CCC(NC(=O)OC)CC1 (stereo unspecified)
9. Cc1ccccc1C(=O)OCC(=O)N(C)c1c(N)n(Cc2ccccc2)c(=O)[nH]c1=O
10. COc1ccc(C)cc1NCc1ccc(OC)c(C)c1OC
11. Cn1cccc1Cc1nnc(SCC(=O)Nc2ccc(F)cc2)n1CCc1ccccc1
12. Cc1oc(-c2ccccc2)nc1C(=O)O
assay / entry	7	8	9	10	11	12
KLF5 inh	.	14	.	-63	0	-18
aSyn 5UTR inh	-1	6	5	5	22	-23
HSF1 activator	18	6	-3	-5	-1	8
HSP90 inh	.	0	.	1	-3	-1
GSK3A inh	-1	0	0	4	.	-5
AI-2 QS mod	15	19	.	25	-3	13
PolyA inhibitor	i	i	i	i	i	i
IEC-6 cytotox	.	3	.	3	-11	5
GSK3B inh	4	3	.	-2	-2	2
HSF1 inh	1	-11	-3	-4	-10	-8

13. COc1ccc(C(C)C)cc1S(=O)(=O)N1CCN(c2ccccc2)CC1
14. COCCn1c(=NC(=O)CCS(=O)(=O)c2ccccc2)sc2ccccc21
15. COc1cccc(NC(=O)c2ccncc2)c1
16. COc1ccc(C2/C(=C(\O)c3ccc4c(c3)OCCO4)C(=O)C(=O)N2Cc2ccco2)c(OC)c1 (stereo unspecified)
17. Clc1ccc(-n2ncc3c(NCCCn4ccnc4)ncnc32)cc1
18. O=C(O)Cn1cc2c(n1)CCCC2
assay / entry	13	14	15	16	17	18
KLF5 inh	10	-9	-26	16	-46	3
aSyn 5UTR inh	9	5	-10	-4	-111	4
HSF1 activator	33	7	2	8	20	-34
HSP90 inh	2	2	-2	4	3	-4
GSK3A inh	-2	-1	6	-1	0	-1
AI-2 QS mod	7	-5	-10	14	5	48
PolyA inhibitor	i	i	i	i	i	i
IEC-6 cytotox	4	-5	-2	-1	7	0
GSK3B inh	-1	-3	1	3	1	-4
HSF1 inh	8	1	2	7	1	-10

Five entries picked at random from the list so far, as already listed:
13. COc1ccc(C(C)C)cc1S(=O)(=O)N1CCN(c2ccccc2)CC1
18. O=C(O)Cn1cc2c(n1)CCCC2
15. COc1cccc(NC(=O)c2ccncc2)c1
14. COCCn1c(=NC(=O)CCS(=O)(=O)c2ccccc2)sc2ccccc21
16. COc1ccc(C2/C(=C(\O)c3ccc4c(c3)OCCO4)C(=O)C(=O)N2Cc2ccco2)c(OC)c1 (stereo unspecified)
assay / entry	13	18	15	14	16
KLF5 inh	10	3	-26	-9	16
aSyn 5UTR inh	9	4	-10	5	-4
HSF1 activator	33	-34	2	7	8
HSP90 inh	2	-4	-2	2	4
GSK3A inh	-2	-1	6	-1	-1
AI-2 QS mod	7	48	-10	-5	14
PolyA inhibitor	i	i	i	i	i
IEC-6 cytotox	4	0	-2	-5	-1
GSK3B inh	-1	-4	1	-3	3
HSF1 inh	8	-10	2	1	7

The results go on.
19. CSc1ccccc1C(=O)NCC(c1ccco1)N1CCCCC1 (stereo unspecified)
20. COCC(C)NC(=O)c1ccccc1OC(C)=O (stereo unspecified)
21. Cc1ccc(Cl)cc1N1CCN(C(=O)Cc2ccc(-n3c(=O)[nH]c4ccsc4c3=O)cc2)CC1
22. O=C1CCCN1CCC(=O)N1CCCC(Nc2ccc(F)cc2)C1 (stereo unspecified)
23. CCOc1ccc(C2C(C(=O)c3ccco3)=C(O)C(=O)N2CCN(C)C)cc1 (stereo unspecified)
24. CC(C)[C@H](NC(=O)[C@@H]1Cc2c([nH]c3ccccc23)C2c3ccccc3C(=O)N21)C(=O)NCC1CCCO1 (stereo partly specified)
assay / entry	19	20	21	22	23	24
KLF5 inh	7	-5	-6	-27	-11	7
aSyn 5UTR inh	-8	16	41	6	16	-5
HSF1 activator	-1	5	3	1	5	0
HSP90 inh	-2	-3	-2	3	2	0
GSK3A inh	-4	-2	0	-2	.	0
AI-2 QS mod	14	31	20	25	14	10
PolyA inhibitor	i	i	i	i	i	i
IEC-6 cytotox	6	-2	4	-4	-2	0
GSK3B inh	1	2	0	0	3	0
HSF1 inh	-6	-5	-3	-3	-9	1

25. S=c1[nH]nc(Cc2ccccc2)n1-c1cccc2ccccc12
26. CCOC(=O)N1CCN(C(=O)Nc2ccc3nc(-c4ccccn4)c(-c4ccccn4)nc3c2)CC1
27. c1ccc(Nc2ncnc3sc4c(c23)CCC4)cc1
28. Cc1ccc(-c2nnc(-c3ccc(NC(=O)c4cccs4)cc3)o2)cc1
29. CCn1c(SCC(=O)c2ccccc2)nnc1-c1cc2cc(Br)ccc2o1
30. CCc1ccc(/C=C2/Sc3ccccc3N(CC(=O)NCC3CCCO3)C2=O)cc1 (stereo unspecified)
assay / entry	25	26	27	28	29	30
KLF5 inh	6	-39	-6	-14	-39	-4
aSyn 5UTR inh	-4	6	-39	50	9	1
HSF1 activator	9	-11	-12	-40	13	44
HSP90 inh	-2	4	-1	-2	-2	5
GSK3A inh	-1	0	-4	1	-1	-14
AI-2 QS mod	4	-10	8	-6	40	15
PolyA inhibitor	i	i	i	i	i	i
IEC-6 cytotox	-2	-5	14	0	-2	-1
GSK3B inh	1	1	0	-2	0	-3
HSF1 inh	1	-10	-1	-42	-8	25

31. Cc1cccc(CCNC(=O)CCS(=O)(=O)c2cc3c(cc2C)NC(=O)CO3)c1
32. O=C(O)c1ccc(N2C(=O)c3cccc4cccc(c34)C2=O)cc1
33. COC(=O)c1ccc(OCC(=O)c2ccccc2)cc1
34. CCCn1nc(NC(C)=O)c2cc3cccc(C)c3nc21
35. CCCCNC(=O)CCCCCNS(=O)(=O)c1ccc(Br)cc1
36. Cc1cc(Nc2ccc(C)c(C)c2)n2nc(C)nc2n1
assay / entry	31	32	33	34	35	36
KLF5 inh	-6	-26	-116	-6	-16	8
aSyn 5UTR inh	15	18	-133	22	9	-10
HSF1 activator	14	-6	50	17	10	-4
HSP90 inh	3	8	1	9	-1	-4
GSK3A inh	0	-2	0	0	1	1
AI-2 QS mod	19	26	20	-13	11	8
PolyA inhibitor	i	i	i	i	i	i
IEC-6 cytotox	-2	-1	-5	9	0	-2
GSK3B inh	3	0	-2	1	-2	-1
HSF1 inh	-3	-2	31	-10	6	-2

37. CC(C)C(OC(=O)CN1C(=O)c2ccccc2C1=O)C(=O)NC1CCCCC1 (stereo unspecified)
38. COCCN=c1scc(C)n1/N=C/C1CC2C=CC1C2 (stereo unspecified)
39. CS(=O)(=O)N(CC(=O)N1CCc2ccccc2C1)Cc1ccccc1
40. Cn1c2c(c(=O)n(C)c1=O)C(c1ccccc1OC(F)F)C1=C(CCCC1=O)N2 (stereo unspecified)
41. COc1ccc(C(=O)CSc2nccc(=O)[nH]2)cc1
42. CC(C)CC(=O)N1CCN(CC2CC=CCC2)CC1 (stereo unspecified)
assay / entry	37	38	39	40	41	42
KLF5 inh	-2	-27	-9	-25	-28	-17
aSyn 5UTR inh	11	-6	-11	15	5	-15
HSF1 activator	1	-9	23	-2	0	-10
HSP90 inh	2	5	6	0	-5	0
GSK3A inh	0	-2	-2	-1	2	-7
AI-2 QS mod	11	7	6	9	6	12
PolyA inhibitor	i	i	i	i	i	i
IEC-6 cytotox	-5	2	-3	-5	0	2
GSK3B inh	-1	-3	2	0	0	1
HSF1 inh	-5	-9	13	-7	0	-18

43. O=C(CO/N=C/c1ccc(OC(F)F)cc1)NC1CCCC1
44. COc1ccc(NS(=O)(=O)c2ccc(SC)cc2)cc1
45. CCCN1C(=O)/C(=C\C=C2\N(CC)c3ccccc3C2(C)C)SC1=S
46. COc1ccc2oc(=O)c(C(=O)N3CCN(c4ccccc4C)CC3)cc2c1
47. O=C(NCc1ccccc1)N1CCC(n2cnc3cc(F)ccc32)CC1
48. Cc1ccc(NC(=O)CN2C(=O)NC(Cc3ccccc3)C2=O)c(Br)c1 (stereo unspecified)
49. Cc1csc(C(=O)O)c1-c1c(C)csc1C(=O)O
50. O=C(NCCCN1CCCC1=O)c1cc(NS(=O)(=O)c2ccc(F)cc2)cc(NS(=O)(=O)c2ccc(F)cc2)c1
51. CCN(CC)S(=O)(=O)c1ccc(N(C)C)c(NC(=O)CC(NC(C)=O)c2ccccc2)c1 (stereo unspecified)
assay / entry	43	44	45	46	47	48	49	50	51
KLF5 inh	4	-30	-11	-38	24	17	-18	-49	-17
aSyn 5UTR inh	3	-25	21	-157	8	-13	10	2	9
HSF1 activator	5	14	-3	30	9	15	-11	9	-6
HSP90 inh	-4	4	1	1	4	4	-4	-3	0
GSK3A inh	-1	5	.	0	-1	0	-3	0	-1
AI-2 QS mod	22	26	3	33	24	21	19	12	35
PolyA inhibitor	i	i	i	i	i	i	i	i	i
IEC-6 cytotox	0	-13	0	3	4	-3	-4	2	-2
GSK3B inh	0	3	1	1	-1	-5	-2	3	4
HSF1 inh	-4	7	-6	24	-3	-4	-8	-2	1

A portion of the library; rates above refer to the full screens.
